# HPDE-C7 viability – HPDE-C7 pancreatic duct cell viability loss – fluorescence, HTS (AID 430) | HPDE-C7 pancreatic duct cells viability, fluorescence; higher % means a stronger effect | one-dose cytotoxicity, % at 10 µM; EC50 in µM for titrated hits | 1.8% of 63,000 active;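 further: cells exposed to compound for 48 hours before viability readout; 0% = vehicle and 100% = reference cytotoxic drug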
# PMK inhibit – inhibitors of Streptococcus pneumoniae phosphomevalonate kinase; purified PMK, PK/LDH-coupled NADH absorbance 340 nm; inhibition, % at 10 µM; 0.49% of 65,000 active; AID 539;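 active means top-ranked compounds by inhibition in the single 10 µM screen, taking a fixed number of the strongest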;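 further: 0% = full reaction with DMSO carrier and 100% = background rate without enzyme reaction; no value below 0 was filed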
# KRASV12 cytotoxicity – cytotoxicity in KRAS-transformed pancreatic duct cells, primary screen, cell-based, fluorescence, HTS (AID 431). 1.7% of 63,000 active. HPDE-C7K KRASV12 cells, Alamar Blue viability, 48 h; higher % means a stronger effect. one-dose cytotoxicity, % at 10 µM; EC50 in µM for titrated hits;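 active means compounds whose percent cytotoxicity in the single-dose primary screen, scaled between solvent and toxic-drug controls, exceeds 50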;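 further: 0% = DMSO solvent wells and 100% = doxorubicin-treated wells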
# DPM-DC inhibit – blocks S. pneumoniae diphosphomevalonate decarboxylase; purified DPM-DC, PK/LDH coupled NADH fluorescence; 0.49% of 65,000 active; calls only at 10 µM;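 active means the 320 compounds with the highest percent inhibition in the single-dose primary screen, excluding strongly autofluorescent ones, cut at about 32% in these data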;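 further: kinetic rate of NADH fluorescence loss reporting ADP formed by the decarboxylase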
# Bfl-1 displacement – Bfl-1 inhibitors, primary screen, biochemical, fluorescence polarization, FITC-Bid, mouse (AID 432); displacement, % at 20 µM, or IC50 in µM where a hit was titrated; FITC-Bid BH3 peptide fluorescence polarization displacement; higher % means a stronger effect; 0.02% of 64,000 active; in the data active means a potency from the dose series; inactive means the rest, 99 in 100 with displacement below about 15%; further: strong numbers were not always called active
# HT1080 viability – cytotoxicity in HT1080 fibrosarcoma cells, cell-based, fluorescence readout (AID 620). HT1080 viability, fluorescence; higher % means a stronger effect. cytotoxicity, % at 10 µM, or EC50 in µM where a hit was titrated. 0.42% of 87,000 active;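 further: cells exposed to compound overnight then 4 h with Alamar Blue; 0% = vehicle DMSO and 100% = killing control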
# LYP phosphatase – inhibition of human PTPN22 tyrosine phosphatase – biochemical, DiFMUP fluorescence, recombinant catalytic domain, 10 µM, primary screen (AID 606); recombinant LYP catalytic domain, DiFMUP fluorescence; higher % means a stronger effect; inhibition, % at 10 µM, or IC50 in µM where a hit was titrated; 52,000 tested, under 10 active;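 active means IC50 under 40 µM in the dose-response test; inactive means IC50 of 40 µM or more, or never dose-tested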
# TNAP inhibition – human TNAP enzyme inhibitors, biochemical, luminescent (AID 518); purified TNAP enzyme, luminescent substrate readout; higher % means a stronger effect; inhibition, % at 20 µM; hits with a dose series show IC50 in µM; 0.09% of 64,000 active; in the data active means a potency from the dose series; inactive means the rest, 99 in 100 with inhibition below about 22%;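 further: plate controls were vehicle for no effect and reference inhibitor for full effect; many of its hits are not listed in these tables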
# MK inhibit – S. pneumoniae mevalonate kinase inhibition | purified MK, PK/LDH-coupled NADH absorbance 340 nm | inhibition, % at 10 µM | 0.48% of 65,000 active | AID 555;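 active means ranked among the strongest by inhibition in the single 10 µM screen, a fixed top-ranked set picked for dose follow-up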; further: no value below 0 was filed
# PMK inhibit pilot replicates – second read-out of PMK inhibit, no call of its own (marks repeat the call); inhibition, %; measured here: pilot screen replicates
# MK inhibit pilot replicates – further read-out of MK inhibit, marked with its call; inhibition, %; measured here: pilot screen replicates
# DPM-DC inhibit pilot screen % – second read-out of DPM-DC inhibit, no call of its own (marks repeat the call); inhibition, %; measured here: pilot screen trials
# An asterisk follows results filed as active; i = inactive; . = no result given; & = joins results of further samples. Unless noted, no stated cut-off is given here; in the data, active means cytotoxicity above about 50%; inactive means the rest. An unsorted share of the library. Share with any hit: about 3.5%.
SMILES,HPDE-C7 viability,PMK inhibit,KRASV12 cytotoxicity,DPM-DC inhibit,Bfl-1 displacement,HT1080 viability,LYP phosphatase,TNAP inhibition,MK inhibit,others
CN(C)c1ccc(C(c2nnnn2C(C)(C)C)N2CCN(C(=O)c3ccco3)CC2)cc1 (stereo not drawn),-26%,0,-21%,i,-2%,10%,.,1%,10,
COc1ccc(CCN(Cc2cc3cccc(C)c3[nH]c2=O)C(=O)N2CCCC2)cc1OC,3%,16,0%,i,-2%,-6%,.,15%,5,PMK inhibit pilot replicates=0.0;MK inhibit pilot replicates=0.0;DPM-DC inhibit pilot screen %=0.0
COc1ccccc1-c1nnc(SCC(=O)Nc2ccc(Cl)cc2Cl)o1,.,18,.,i,-9%,-3%,9%,2%,1,
CCOC(=O)NCc1ccc2c(c1)cc(C)n2C,.,9,.,i,.,7%,.,.,3,
Cc1cc(C)n(/N=C/c2cccc(O)c2)c(=O)c1C(N)=O,-14%,10,-33%,i,0%,4%,.,14%,5,
O=C(O)c1cccc2c1C(=O)N(C1CCCCC1)C2,-4%,0,3%,i,-9%,2%,-3%,6%,1,
O=C(c1cnn2ccccc12)N1CCc2ccccc21,3%,8,6%,i,1%,0%,0%,11%,6,
CN(C)c1ccc(NC(=O)CN2CCN(CC(=O)Nc3ccc(F)cc3)CC2)cc1,-9%,6,2%,i,-1%,22%,11%,5%,0,
O=C(CSc1n[nH]c(-c2cccnc2)n1)Nc1ccnc2ccccc12,14%,10,5%,i,-9%,3%,.,18%,1,
CCOC(=O)CSc1nnc(C2CCCCC2)n1C,-2%,7,-12%,i,0%,-1%,.,4%,8,
CC(=O)N1CC=C2C(C#N)=C(N)C(C#N)(C#N)C(C)C2C1 (stereo not drawn),-9%,6,-9%,i,4%,8%,12%,6%,3,
CCCN1CCN(C(=O)CCCNC(=O)Cn2cnc3sc(C)c(C)c3c2=O)CC1,-17%,13,-5%,i,-6%,0%,3%,-3%,6,
CC(C)C(=O)Nc1cccc(-c2cn3ccsc3n2)c1,5%,7,15%,i,-5%,6%,12%,5%,1,
CCN(C(=O)Cn1c(=O)n2nc(CCn3nc(C)cc3C)nc2c2ccccc21)c1cccc(C)c1,-8%,7,21%,i,3%,34%,16%,13%,0,
O=C(COC(=O)c1ccco1)Nc1ccccc1,8%,8,2%,i,0%,-3%,16%,3%,7,
COc1ccccc1NC(=O)CSc1nnnn1-c1ccc2c(c1)OCO2,-9%,10,-4%,i,-2%,-2%,-14%,17%,6,PMK inhibit pilot replicates=0.0;MK inhibit pilot replicates=0.0;DPM-DC inhibit pilot screen %=0.0
CCC(=O)Nc1c(-c2cccs2)c(=O)c2ccccc2n1C,-12%,6,4%,i,-1%,-3%,.,6%,13,
Nc1nc2ccccc2n1CCN1CCCC1,16%,2,13%,i,-1%,-3%,6%,10%,1,
CCCCOc1ccc(C(=O)N2CCCCCC2)cc1,-14%,1,-8%,i,-10%,-9%,-24%,3%,3,
CSc1ccc(N2C(=O)NC3(CCCCC3)C2=O)cc1,-13%,5,-8%,i,-2%,-2%,12%,6%,5,
CCOc1ccc(OCc2ccc(C(=O)Nc3cccc(C)n3)o2)cc1,0%,0,4%,i,-4%,1%,3%,16%,9,PMK inhibit pilot replicates=6.5;MK inhibit pilot replicates=1.5;DPM-DC inhibit pilot screen %=2.5
COc1ccccc1Nc1nc2c(s1)CCC2,-14%,14,-11%,i,-11%,0%,.,11%,6,
CCc1cc2c3c(c(=O)oc2cc1O)CCCC3,-6%,0,5%,.,1%,7%,15%,14%,1,
COc1ccc(-c2ccc(-c3noc(-c4ccncc4)n3)c(OC)n2)cc1,-6%,0,-4%,i,-1%,18%,.,19%,2,
CC(C)NC(=O)CCNS(=O)(=O)c1ccc(Br)cc1,-15%,21,-10%,i,3%,-3%,3%,10%,0,
c1ccc(COc2ccc(OCCn3cncn3)cc2)cc1,-4%,0,5%,i,-3%,-6%,1%,8%,8,
CC(n1cnnn1)C12CC3CC(CC(C3)C1)C2 (stereo not drawn),-24%,10,-16%,i,-5%,5%,9%,8%,6,PMK inhibit pilot replicates=0.0;MK inhibit pilot replicates=0.0;DPM-DC inhibit pilot screen %=0.0
COc1ccc2nc(C)cc(C(=O)O)c2c1,-20%,4,-15%,.,-5%,11%,.,16%,3,
N#CC1=C(N)OC2=C(C(=O)CCC2)C12CCC1(CC2)OCCO1,1%,14,7%,i,-2%,-8%,-5%,7%,0,
CCOC(=O)N1CCN(S(=O)(=O)c2ccc(C(=O)Nc3sc4c(c3C#N)CCC4)cc2)CC1,13%,14,9%,i,0%,10%,8%,11%,8,
COc1ccc(CNC(=O)CCn2c(=O)oc3ccccc32)cc1,-9%,20,-6%,i,0%,10%,6%,-3%,4,
CCOP(=O)(c1ccc(N(C)C)cc1)C(O)c1ccccc1OC (stereo not drawn),-9%,7,10%,i,-4%,4%,-1%,6%,0,PMK inhibit pilot replicates=1.5;MK inhibit pilot replicates=2.5;DPM-DC inhibit pilot screen %=2.5
O=C(O)CCCNS(=O)(=O)c1cccs1,1%,8,8%,i,5%,-8%,2%,-8%,8,
CCOc1ccc2[nH]c(=O)c(CN(Cc3nnnn3Cc3ccccc3)CC3CCCO3)cc2c1 (stereo not drawn),10%,8,18%,i,-7%,-10%,.,13%,8,
c1ccc2[nH]c(-c3cscn3)nc2c1,-4%,3&6,0%,i,-4%,.,.,11%,4&9,PMK inhibit pilot replicates=2.0;MK inhibit pilot replicates=1.0;DPM-DC inhibit pilot screen %=0.5
CCOC(=O)Cn1c(CN2CCN(c3cccc(Cl)c3)CC2)nc2c1c(=O)[nH]c(=O)n2C,-6%,2,8%,i,-5%,1%,3%,16%,2,PMK inhibit pilot replicates=4.0;MK inhibit pilot replicates=1.0;DPM-DC inhibit pilot screen %=3.5
O=C(Nc1ccc2c(c1)OCCO2)c1ccc(CN2CCOCC2)cc1,-2%,15,0%,i,-10%,-6%,-12%,0%,3,
COc1ccc(-c2nc3ccccc3c(=O)n2CCCn2ccnc2)cc1,0%,6,6%,i,-3%,2%,-4%,20%,9,
Cc1ccc(C2C(C#N)=C(N)Oc3cc4c(cc32)OCO4)cc1 (stereo not drawn),0%,10,9%,i,-1%,8%,8%,16%,3,PMK inhibit pilot replicates=2.5;MK inhibit pilot replicates=0.0;DPM-DC inhibit pilot screen %=0.0
CCOc1ncccc1C(=O)OCc1cc(=O)n2c(n1)sc1ccccc12,1%,25*,3%,i,4%,.,-2%,10%,0,
Cc1cccc(C)c1N1C(=O)C2ON(c3ccccc3)C(c3ccncc3)C2C1=O (stereo not drawn),0%,4,-3%,i,2%,-3%,3%,-4%,11,
COc1ccc(S(=O)(=O)N2CCC(C(=O)N3CCOCC3)CC2)cc1OC,0%,8,0%,i,2%,0%,4%,2%,5,
Cc1c(Br)cc(-c2nnco2)cc1Br,6%,0,21%,i,0%,13%,.,12%,12,
Cc1onc(-c2ccccc2Cl)c1C(=O)Nc1ccc(CN2CCCC2)cc1,-5%,19,7%,i,-5%,-14%,3%,8%,0,
CC(=O)NC1C(=O)N=C(SCC(=O)NCc2ccccc2)NC1=O (stereo not drawn),-13%,9,-19%,i,1%,4%,8%,9%,9,
Cc1cc(NC(=O)CSc2nnc(-c3ccoc3C)o2)no1,-21%,5,-12%,i,-10%,-5%,11%,4%,6,
CCn1c(=N)n(CCOc2ccc(OC)cc2)c2ccccc21,7%,0,-5%,i,-7%,-6%,.,12%,8,
CCOC(=O)c1c(C)c(C(=O)N(C)C2CCCCC2)c(C)n1C,-12%,17,-1%,i,-12%,-12%,.,3%,9,
Cc1noc(C)c1CSc1ncnc2sc(C)c(C)c12,-2%,6,-8%,i,-1%,-6%,9%,13%,4,
COc1ccc(-c2cc(-c3cccs3)c(C#N)c(SCC(=O)NCc3ccco3)n2)cc1,52%*,4,48%,i,1%,55%*,3%,15%,8,
O=C(Nc1ccccc1)Nc1nncs1,-10%,13,-13%,i,-4%,1%,-3%,13%,17,
O=C(CSc1nc2ccccc2c(=O)n1-c1ccccc1)NCc1ccco1,.,9,.,i,-10%,-6%,16%,13%,5,
CCC(C)C1C(C#N)=C(N)Oc2n[nH]c(C)c21 (stereo not drawn),0%,0,8%,i,1%,4%,13%,20%,5,
CCn1cc(C(=O)NCC2CCCO2)c(=O)c2cc(S(=O)(=O)N3CCCCC3)ccc21 (stereo not drawn),-15%,6,-9%,i,1%,30%,.,3%,10,
COC(=O)Cn1c(=O)sc2ccccc21,-12%,8,-19%,i,-4%,1%,-4%,5%,2,
O=C(NCc1ccco1)C1CCCN(S(=O)(=O)c2cccc3nsnc23)C1 (stereo not drawn),-3%,9,-3%,i,-2%,21%,13%,8%,6,
CCN1C(=O)c2ccccc2S(=O)c2ccc(C(=O)NC3CC3)cc21 (stereo not drawn),17%,7,9%,i,-6%,-1%,12%,12%,3,PMK inhibit pilot replicates=1.5;MK inhibit pilot replicates=2.0;DPM-DC inhibit pilot screen %=1.5
COc1ccc(C(=O)COC(=O)Cn2nnc3ccccc32)cc1Br,-8%,10,-10%,i,-3%,-6%,9%,0%,0,
O=C(O)Cc1ccc(C(=O)c2cccs2)s1,-21%,6,-26%,i,-5%,7%,.,-1%,6,
CC(C)c1nnc(SCC(=O)NCc2ccco2)n1C,6%,23,3%,i,-8%,5%,6%,14%,8,PMK inhibit pilot replicates=0.0;MK inhibit pilot replicates=0.0;DPM-DC inhibit pilot screen %=0.0
# The results go on.
SMILES,HPDE-C7 viability,PMK inhibit,KRASV12 cytotoxicity,DPM-DC inhibit,Bfl-1 displacement,HT1080 viability,LYP phosphatase,TNAP inhibition,MK inhibit,others
CC(=O)NC12CC3CC(C1)CC(C(=O)OCC(=O)c1ccc4c(c1)OCCO4)(C3)C2,-6%,6,-9%,i,1%,-1%,17%,-2%,0,
CCOC(=O)Cc1csc(NC(=O)CCS(=O)(=O)Cc2ccccc2)n1,0%,10,2%,i,1%,5%,12%,7%,7,
N#Cc1c2c(c(NCCN3CCOCC3)n3c1nc1ccccc13)CCCC2,0%,21,3%,i,-7%,-11%,9%,-7%,5,
CCOc1ccc(N=Cc2c(O)cc(C)oc2=O)cc1,0%,0,-1%,i,-5%,-10%,-4%,14%,5,
CCC(C)C1C(C#N)=C(N)Oc2n[nH]c(-c3ccccc3)c21 (stereo not drawn),-4%,2,2%,i,2%,-2%,15%,13%,1,

# Source: PubChem
